IDH1 R132H inh: qHTS for Inhibitors of mutant isocitrate dehydrogenase 1 (IDH1): qHTS; Isocitrate dehydrogenase [NADP] cytoplasmic (Homo sapiens), O75874; IDH1-R132H enzyme, NADPH consumption, diaphorase/resazurin fluorescence; Potency, µM (titrated, usually from 76.6 µM), inactives show at the top dose activity change, negative = inhibition, most hits filed as inhibitors; 0.093% of 390,000 active; note: potency is the fitted concentration of half-maximal effect; % is set by controls: 0 for no effect and ±100 for the full control effect; nearly all actives have a fitted effect of over 65% in size
Target sequence (O75874 whole entry R132H, stated change not applied): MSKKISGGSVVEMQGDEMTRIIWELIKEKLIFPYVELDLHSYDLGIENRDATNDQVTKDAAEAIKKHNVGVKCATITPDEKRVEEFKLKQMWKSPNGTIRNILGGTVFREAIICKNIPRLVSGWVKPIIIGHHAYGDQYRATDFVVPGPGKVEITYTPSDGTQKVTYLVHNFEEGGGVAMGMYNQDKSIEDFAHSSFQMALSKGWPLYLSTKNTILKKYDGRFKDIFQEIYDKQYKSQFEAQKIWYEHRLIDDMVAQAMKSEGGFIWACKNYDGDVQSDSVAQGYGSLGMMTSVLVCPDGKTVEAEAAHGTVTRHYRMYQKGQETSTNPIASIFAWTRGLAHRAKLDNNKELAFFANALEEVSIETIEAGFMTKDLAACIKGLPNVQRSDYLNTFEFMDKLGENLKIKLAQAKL
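IDH1-R132H (0.5 ug/mL dispensed) in pH 7.5 Tris buffer was preincubated 30 min with compound, then given a substrate mix of 0.016 mM NADPH and 2 mM alpha-KG for 80 min at room temperature; remaining NADPH was read by diaphorase/resazurin fluorescence.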
TrxR1 inh: qHTS Assay for Inhibitors of Mammalian Selenoprotein Thioredoxin Reductase 1 (TrxR1): qHTS. Thioredoxin reductase 1, cytoplasmic (Rattus norvegicus), O89049. recombinant rTrxR1, NADPH fluorescence consumption, selenite substrate. Potency, µM (titrated, usually from 114 µM), inactives show top-dose activity change, negative = inhibition, usual class: inhibitors. 1% of 390,000 active; note: potency is the fitted concentration of half-maximal effect; % is set by controls: 0 for no effect and ±100 for the full control effect; nearly all actives have a fitted effect of over 65% in size
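Rat TrxR1 (90 nM in the dispensed reagent) was pre-reduced with 400 uM NADPH for 5 min at room temperature, then incubated with compound for 15 min. After 400 uM selenite was added, NADPH fluorescence (Ex 340/Em 450 nm) was followed for 8 min.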
Glioma ERSR ind: qHTS for Inducers of the Endoplasmic Reticulum Stress Response (ERSR) in Human Glioma: qHTS. 0.02% of 420,000 active. U87-MG GRP78 promoter luciferase reporter, 16 h. AID 602332, 2012. Potency, µM, without a hit: at the top dose activation, most hits filed as activators; note: potency is the fitted concentration of half-maximal effect; series mostly up to about 76 µM; % of control where 0% means no effect; nearly all actives have a fitted effect of over 35% in size
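Stably transfected U87-MG human glioma cells carrying a GRP78-based luminescent sensor were seeded at 1000 cells/well, pin-dosed with compounds and incubated 16 h. Luciferase reagent was then added, and end-point luminescence was read after 10 min at room temperature.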
RGS4 inhibitor: Inhibitors of Regulator of G Protein Signaling (RGS) 4: qHTS. Regulator of G-protein signaling 4 (Homo sapiens), P49798. Transcreener GDP fluorescence polarization, RGS4-accelerated GTP hydrolysis. Potency, µM (series often up to 114 µM), for inactives: top-dose activity change, negative = inhibition, most hits filed as inhibitors. 0.039% of 390,000 active; note: potency is the fitted concentration of half-maximal effect; % is set by controls: 0 for no effect and ±100 for the full control effect; nearly all actives have a fitted effect of over 75% in size; some results filed as inactive show a strong effect at the top dose
Target sequence (P49798 whole entry, looked up): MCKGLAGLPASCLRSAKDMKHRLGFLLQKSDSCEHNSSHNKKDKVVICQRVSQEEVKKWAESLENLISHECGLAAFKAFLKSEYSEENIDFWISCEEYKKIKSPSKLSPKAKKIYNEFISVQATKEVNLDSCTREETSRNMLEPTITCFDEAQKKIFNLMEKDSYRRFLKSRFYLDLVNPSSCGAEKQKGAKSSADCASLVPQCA
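MLSMR compounds (23 nl, pin-transferred) preincubated 10 min at room temperature with a 500nM (2x) first reagent, then RGS4 at 900nM (2x) plus Transcreener GDP mix added; fluorescence polarization (620/688 nm) read before and after 90 min at 30 °C.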
Vif-A3F inh: qHTS for Inhibitors of Vif-A3F Interactions: qHTS; HeLa A3F-eYFP + Vif (tagged APOBEC3F with the HIV-1 protein that degrades it), YFP fluorescence increase; Potency, µM (top dose mostly 46.1 µM), without a hit: top-dose activity, negative = active; 0.2% of 390,000 active; note: potency is the fitted concentration of half-maximal effect; % of control where 0% means no effect; nearly all actives have a fitted effect of over 65% in size
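HeLa cells stably expressing A3F-eYFP plus Vif, plated and incubated overnight at 37 deg C, then exposed to compounds overnight at 37 deg C. Blocked degradation read as raised yellow fluorescence (Ex 488/Em 500-530).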
LDHA block: qHTS assay for inhibitors of human lactate dehydrogenase. L-lactate dehydrogenase A chain (Homo sapiens), P00338. purified LDHA, NADH/diaphorase-resazurin fluorescence; active compounds read low. activity change, % (values are at about 110 or 230 µM). 0.15% of 480,000 active; in the data active = activity change below about -30%; inconclusive = mostly about -25% to -30%;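 note: plate controls were DMSO wells for no effect and wells without enzyme for full effect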
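Enzyme activity of human lactate dehydrogenase 5 (2 nM; 0.06 mM NADH, 0.2 mM pyruvate, 5 min, RT) is measured via a resazurin/diaphorase fluorescence readout of residual NADH.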
TrxR1 substrate: qHTS Assay for Substrates of Mammalian Selenoprotein Thioredoxin Reductase 1 (TrxR1): qHTS; 0.01% of 390,000 active; AID 588456, 2011; Potency, µM (doses to about 114 µM), for inactives: at the top dose activity change, negative = substrate turnover; purified TrxR1 substrate turnover, NADPH consumption readout; Thioredoxin reductase 1, cytoplasmic (Rattus norvegicus), O89049; note: potency is the fitted concentration of half-maximal effect; % is set by controls: 0 for no effect and ±100 for the full control effect; nearly all actives have a fitted effect of over 50% in size
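Rat TrxR1, dispensed at 90 nM, was prereduced with 400 uM NADPH (final) for 5 min at ~22 deg C, then incubated with compound 15 min before 400 uM selenite. A first-read NADPH fluorescence drop versus no-compound background flagged substrates.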
USP1-UAF1 inh: Inhibitors of USP1/UAF1: Primary Screen. Ubiquitin carboxyl-terminal hydrolase 1 (Homo sapiens), O94782. recombinant USP1/UAF1, Ub-Rhodamine cleavage fluorescence. Potency, µM (doses to about 57.1 µM), without a hit: at the highest dose activity change, negative = inhibition, hits mostly inhibitors. 0.23% of 390,000 active; note: potency is the fitted concentration of half-maximal effect; % is set by controls: 0 for no effect and ±100 for the full control effect; nearly all actives have a fitted effect of over 60% in size; inactives centre near -12
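In this screen, compounds sit with the deubiquitinase complex (1nM) for 15 min at room temperature before Ub-Rho is added at 150nM final. Fluorescence rise is then followed for 6 reads every 60 seconds.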
Vif-A3G inh: qHTS for Inhibitors of Vif-A3G Interactions: qHTS | DNA dC->dU-editing enzyme APOBEC-3G (Homo sapiens), Q9HC16 | HeLa A3G-eYFP + Vif (tagged APOBEC3G with the HIV-1 protein that degrades it), YFP fluorescence, overnight | Potency, µM (top dose mostly 46.1 µM), inactives show top-dose activity, negative = active, most hits filed as inhibitors | 0.076% of 410,000 active | AID 602310, 2012;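 note: potency is the fitted concentration of half-maximal effect; % is set by controls: 0 for no effect and ±100 for the full control effect; nearly all actives have a fitted effect of over 60% in size; hits raise eYFP signal because A3G escapes Vif-driven loss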
Target sequence (Q9HC16 whole entry, looked up): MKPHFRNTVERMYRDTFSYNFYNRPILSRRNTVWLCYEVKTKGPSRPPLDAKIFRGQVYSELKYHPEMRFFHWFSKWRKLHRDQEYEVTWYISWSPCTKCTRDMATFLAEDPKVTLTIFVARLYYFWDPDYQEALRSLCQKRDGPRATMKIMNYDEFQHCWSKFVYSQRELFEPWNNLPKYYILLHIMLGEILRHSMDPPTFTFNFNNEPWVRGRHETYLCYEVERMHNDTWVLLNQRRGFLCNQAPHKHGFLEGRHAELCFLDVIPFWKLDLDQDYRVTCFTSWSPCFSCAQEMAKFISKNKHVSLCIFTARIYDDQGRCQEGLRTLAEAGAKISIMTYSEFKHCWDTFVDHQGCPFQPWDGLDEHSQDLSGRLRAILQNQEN
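Read-out is eYFP fluorescence (Ex 488/Em 500-530) from Vif-expressing HeLa A3G-eYFP cells; more signal means A3G escaped Vif-mediated degradation. Cells plated overnight, compound pinned in, incubated overnight at 37 deg C.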
Active calls of the source: *; ? = inconclusive; nt = no result given; & = joins results of further samples; [ ] = dose if it differs, or a comment. Unless noted, calls come from the whole dose curve; as a rule, active = well fitted curve in the direction sought with a large enough effect; inconclusive = small, poorly fitted or top-dose-only effect, or another doubt; inactive = no such curve, though single readings can be large; an effect the other way counts as inactive or inconclusive.

SMILES	IDH1 R132H inh	TrxR1 inh	Glioma ERSR ind	RGS4 inhibitor	Vif-A3F inh	LDHA block	TrxR1 substrate	USP1-UAF1 inh	Vif-A3G inh
COC(=O)c1ccc2c(=O)n(CCCCCC(=O)NCc3ccccn3)c(=O)[nH]c2c1	1%	-6%	0%	9%	-4%	-7	21%	-16%	-2%
Cc1ccc2c(=O)cc(C(=O)Nc3ccc(S(=O)(=O)N4CCCCC4)cc3)oc2c1C	11%	12%	1%	-12%	0%	2	1%	-10%	1%
Cc1ccc(C(=O)CSc2nc(-c3ccccc3)nc3c2CCCC3)cc1	-1%	-9%	-2%	-2%	5%	-9	-5%	-16%	0%
COc1ccc(/C=C2\SC(=O)N(CC(=O)NNC(=O)c3ccccc3O)C2=O)cc1	4%	18%	-3%	-20%	5%	-5	2%[57.1 µM]	-13%	-5%
Nc1cc(N)nc(CS)n1	4%	12%	-5%	-7%[56.9 µM]	2%	-9	-1%	-20%	3%
CCN1CCN(C(=O)CS(=O)(=O)Cc2nc(-c3ccccc3C)oc2C)CC1	-4%	18%	-6%	-6%	11%	-7	3%	-13%	9%
COc1ccc(OCC(O)CNC(=O)Nc2cccc3ccccc23)cc1 (stereo unspecified)	5%	21%	-6%	10%	11%	-6	14%	-30%	-3%
CCOC(=O)c1c(C)nc2sc3c(=O)[nH]cnc3c2c1-c1ccc(OC)cc1	-4%	8%[57.1 µM]	-3%	-21%	-4%	-4	-6%[57.1 µM]	-21%	-1%
COC(=O)Cc1ccc(NC(=O)c2ccc(C)c(C)c2)cc1	3%	-12%	-2%	5%	-8%	0	-6%	-23%	0%
COc1cccc(Cl)c1NC(=O)N1CCc2c([nH]c3ccccc23)C1C(F)(F)F (stereo unspecified)	0%	5%	0%	6%	-15%	2	9%	-17%	-3%
NC(=O)C1CC(=O)N(c2ccc(OCc3ccc(Cl)c(Cl)c3)cc2)C1 (stereo unspecified)	-4%	nt	-3%	nt	0%	0	nt	-21%	2%
CN(C)c1ccc(-c2noc(-c3ccccc3O)n2)cc1	3%	188%[activator]	-5%	5%	1%	4	159%[activator]	-4%	0%
CC1Sc2ccc(C(=O)Nc3ncccc3O)cc2NC1=O (stereo unspecified)	8%	7%[57.1 µM]	-11%	?	7%	3	2%[57.1 µM]	-17%	2%
COc1ccc(/C=C/C(=O)NCC(=O)N2CCC(N(C)CCN3CCOCC3)CC2)cc1OC	5%	-13%	-3%	0%[11.4 µM]	0%	-11	8%	-23%	0%
CCc1ccc(NC(=O)CCc2ccc(CC)o2)cc1	5%	1%	6%	-12%	-3%	2	0%	-19%	-9%
Cc1c2c(nc3ccccc13)CCC(C)C2 (stereo unspecified)	13%	-9%[57.1 µM]	2%	-16%	5%	-8	-4%[57.1 µM]	-4%	1%
CC(=O)Oc1cccc(N2C(=O)C3C4C=CC(C4)C3C2=O)c1 (stereo unspecified)	16%	15%	-5%	19%	-13%	-13	-3%	-8%	2%
O=S(=O)(NCc1csc(-c2cccnc2)n1)c1ccc(Br)cc1	-6%	13%	-3%	-3%	-1%	-3	3%	-30%	-1%
COc1ccc(C(=O)NCc2ccc(F)cc2)cc1S(=O)(=O)N1CCCC1	-4%	-2%	-2%	4%	-5%	-6	-11%	-3%	-19%
O=C(Nc1ccc(-c2nc3cccnc3s2)cc1)c1ccc(Cl)nc1	-6%	6%	9%	-13%	-17%	-9	14%	-19%	1%

The closing two entries of the section before lead into the next:
SMILES	IDH1 R132H inh	TrxR1 inh	Glioma ERSR ind	RGS4 inhibitor	Vif-A3F inh	LDHA block	TrxR1 substrate	USP1-UAF1 inh	Vif-A3G inh
COc1ccc(C(=O)NCc2ccc(F)cc2)cc1S(=O)(=O)N1CCCC1	-4%	-2%	-2%	4%	-5%	-6	-11%	-3%	-19%
O=C(Nc1ccc(-c2nc3cccnc3s2)cc1)c1ccc(Cl)nc1	-6%	6%	9%	-13%	-17%	-9	14%	-19%	1%
CC(=O)c1cccc(NC(=O)c2cnn3ccccc23)c1	2%	6%[57.1 µM]	-6%	5%	-15%	-7	1%[57.1 µM]	3%	2%
CCCCn1c(N)c(N(CCOC)C(=O)c2cccc(OCc3ccccc3)c2)c(=O)[nH]c1=O	6%	-7%	-4%	-5%	3%	-3	-6%	-21%	2%
O=C(CN1CCCCCCC1)NC(=O)NC1CCCCC1	12%	-17%	4%	10%	-10%	-1	2%[57.1 µM]	-13%	1%
COc1ccc(CCNC(=O)CN2C(=O)COc3ccc(S(=O)(=O)N4CCOCC4)cc32)cc1OC	-2%	20%	-8%	-3%[11.4 µM]	-2%	1	7%	-17%	-9%
Cc1ccccc1OC(C)C(=O)Nc1ccc2c(c1)OCCO2 (stereo unspecified)	8%	-12%	4%	-25%	1%	-5	-9%	-4%	3%
CCOC(=O)N1CCC(NCCNC(=O)c2ccco2)CC1	13%	16%	-4%	5%	1%	-13	-2%	-7%	4%
COc1ccc(/C=N/Nc2nnc(Cc3ccccc3)c(=O)[nH]2)cc1OC	6%	-5%	11%	2%	18%	1	4%	-2%	-8%
O=[N+]([O-])c1ccc2c(c1)C=C/C2=C/c1ccccc1	nt	?	12%	nt	nt	2	-2%	nt	-8%
CC(=O)NC(CC(=O)O)c1ccccc1 (stereo unspecified)	-13%	22%	1%	-15%	3%	-13	6%	-16%	5%
Cc1ccc(NC(=C(C#N)C#N)c2ccccc2)cc1	13%	nt	-3%	nt	-5%	-5	nt	-17%	2%
COc1ccc(/C(C#N)=C/c2ccccn2)cc1	0%	10%[2.29 µM]	8%	6%	0%	-12	19%[57.1 µM]	-29%	1%
C[C@H](CO)N1C[C@H](C)[C@@H](CN(C)C(=O)Nc2ccc(C(F)(F)F)cc2)Oc2ccc(NS(=O)(=O)c3ccc(F)cc3)cc2C1=O	0%	13%[57.1 µM]	-4%	22%	3%	1	3%[57.1 µM]	18%	-12%
C/C(=N/NC(=O)c1cccs1)c1cccs1	2%	9%	-1%	8%	-4%	-2	-6%	-11%	2%
Cc1cccc(C(=O)N(Cc2ccccc2F)C2CCS(=O)(=O)C2)c1 (stereo unspecified)	-3%	2%	-1%	-3%	-1%	-1	-9%	15%	-1%
Nc1nc2c(ncn2COC(CO)CO)c(=O)[nH]1	-25%	26%[57.1 µM]	-2%&-3%&-5%&-3%	4%[56.9 µM]	4%	-11&4	12%[57.1 µM]	-19%	2%&0%
CCCc1nc(SCC(=O)N2CCC(Cc3ccccc3)CC2)c2c(=O)n(C)c(=O)n(C)c2n1	-11%	26%[57.1 µM]	-3%	-10%	3%	1	7%[57.1 µM]	-24%	-5%
CCCC(O)(c1ccc(OC)cc1)C(CN(C)C)c1ccccc1 (stereo unspecified)	-4%	11%	0%	-6%	9%	-9	-4%	-13%	1%
CCCc1ccc(OC(=O)c2sc3ncn(Cc4cccc(F)c4)c(=O)c3c2C)cc1	-7%	4%[57.1 µM]	-2%	-22%	2%	-7	-10%[57.1 µM]	?	2%
Cc1ccccc1-c1noc(-c2cccs2)n1	7%	2%	1%	7%	-6%	0	-1%	-30%	-9%
CCc1ccccc1NC(=O)Cn1nnc(C(=O)Nc2ccc(C)c(F)c2)c1N	-5%	25%	-5%	18%	-19%	-2	3%	-23%	-1%
COc1ccc(OC)c(/C=C/c2ccc3ccccc3n2)c1	nt	65%[activator]	4%	nt	nt	-3	93%[activator]	nt	-2%
Cc1cc(C)c(C(=O)CN2C(=O)NC3(CCC(C)CC3)C2=O)cc1C (stereo unspecified)	-2%	18%[57.1 µM]	0%	3%	-5%	-5	4%[57.1 µM]	-7%	1%
O=C(CN1C(=O)c2ccccc2S1(=O)=O)c1cccc(Br)c1	1%	-11%	-7%	-15%	1%	-7&2	-8%	-2%	0%
O=c1c2c([nH]c3ccc(Br)cc13)CCCC2	-3%	-1%	0%	11%	2%	-10	1%	-2%	-4%
O=S(=O)(Nc1cccnc1)c1cccc2ccccc12	nt	-2%[0.457 µM]	-3%	-9%	nt	2	2%	nt	-5%
COc1ccc(C(C)=O)cc1CC(=O)Nc1cccc(S(=O)(=O)N2CCOCC2)c1	-15%	-5%	-3%	2%	-3%	-3	-3%	-2%	-7%
CC(=O)Nc1ccc(NC(=S)Nc2ccccc2)cc1	-3%	?	0%	-11%	3%	0	-2%	5%	2%
O=[N+]([O-])c1cc(/C=N/n2c(-c3ccncc3)n[nH]c2=S)ccc1Cl	-9%	-28%	1%	?	11%	-2	0%	-29%	-9%
COc1ccccc1/C=C1\SC(=S)N(Nc2nc(C)cc(C)n2)C1=O	6%	-5%	-4%	-38%	?	4	-3%	-9%	-22%
CCC1CCCCN1CC(=O)c1c(C)[nH]c2ccccc12 (stereo unspecified)	-3%	1%	-1%	-23%	2%	-1	3%	-5%	-6%

Compound activity from PubChem BioAssay.

Some of the compounds tested; count on the stated rates, not on these rows.
